Source: PubChem
EPAC2 ag: qHTS for Agonist of cAMP-regulated guanine nucleotide exchange factor 4 (EPAC2): primary screen | Rap guanine nucleotide exchange factor 4 (Homo sapiens), Q8WZA2 | EPAC2 activation, biochemical qHTS; response scale: 100% = 6.5 mM cAMP response | Potency, µM (series often up to 154 µM), for the others: top-dose activation, most hits filed as activators | hit rate 0.079% among 360,000 | AID 720711, 2013; also: potency is read from the fitted curve at half-maximal effect; nearly all actives have a fitted effect of over 50% in size
Target sequence (Q8WZA2 whole entry, looked up): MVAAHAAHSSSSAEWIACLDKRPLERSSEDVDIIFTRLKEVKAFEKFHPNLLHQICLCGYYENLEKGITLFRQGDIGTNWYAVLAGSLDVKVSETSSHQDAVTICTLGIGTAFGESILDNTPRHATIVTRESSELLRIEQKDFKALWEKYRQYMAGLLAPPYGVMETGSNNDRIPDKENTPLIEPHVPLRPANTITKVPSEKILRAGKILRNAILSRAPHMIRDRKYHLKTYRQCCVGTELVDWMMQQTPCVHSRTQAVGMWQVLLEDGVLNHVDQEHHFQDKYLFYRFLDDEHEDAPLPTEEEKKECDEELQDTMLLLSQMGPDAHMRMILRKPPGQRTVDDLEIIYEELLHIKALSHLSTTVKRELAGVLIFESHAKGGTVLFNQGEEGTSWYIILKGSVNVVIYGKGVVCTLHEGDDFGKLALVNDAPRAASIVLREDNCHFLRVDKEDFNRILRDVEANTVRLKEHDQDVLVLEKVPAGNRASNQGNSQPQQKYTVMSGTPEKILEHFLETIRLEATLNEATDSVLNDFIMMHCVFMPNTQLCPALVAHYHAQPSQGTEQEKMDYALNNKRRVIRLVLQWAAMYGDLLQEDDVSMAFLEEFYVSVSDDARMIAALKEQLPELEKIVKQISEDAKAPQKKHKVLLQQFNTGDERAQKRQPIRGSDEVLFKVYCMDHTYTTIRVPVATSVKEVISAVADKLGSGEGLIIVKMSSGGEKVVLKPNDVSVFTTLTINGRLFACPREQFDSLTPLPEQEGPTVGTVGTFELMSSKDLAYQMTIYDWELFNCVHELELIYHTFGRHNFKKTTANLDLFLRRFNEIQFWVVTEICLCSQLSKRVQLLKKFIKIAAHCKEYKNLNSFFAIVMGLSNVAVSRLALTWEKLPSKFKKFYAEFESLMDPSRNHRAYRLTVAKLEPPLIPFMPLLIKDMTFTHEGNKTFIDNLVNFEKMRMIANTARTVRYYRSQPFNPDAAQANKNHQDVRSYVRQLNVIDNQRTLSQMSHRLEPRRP
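Guanine nucleotide exchange by EPAC2 is measured as reduced fluorescence of BODIPY-GDP once it is released from 250 nM Rap1B. Plates are read kinetically for 30 min at room temperature; results are scaled to 6.5 mM cAMP.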
Nrf2 activator: qHTS of Nrf2 Activators. AREc32 ARE-luciferase reporter (MCF7-derived line), luminescence, 24 h. Potency, µM (top dose mostly 46.1 µM), inactives show top-dose activation, most hits filed as activators. hit rate 0.31% among 410,000. AID 624171, 2012; also: potency is read from the fitted curve at half-maximal effect; % of control where 0% means no effect; nearly all actives have a fitted effect of over 65% in size
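Reporter line AREc32 (ARE-Fluc), seeded overnight in OPTI-MEM with 5% FBS; compound pin-transferred, 24 hr at 37 deg C, 5% CO2; luminescent read-out.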
IL2 activator: qHTS of IL-2 Activators | IL-2 activation reporter assay, cell-based qHTS; stimulated with anti-CD3/CD4/CD28 beads; in transgenic mouse T cells | activation, % (series mostly up to about 46 µM) | hit rate 0.065% among 360,000; in the data active = activation above about 50%; inconclusive = mostly about 30% to 49%; also: 0% is about no effect
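Readout is EGFP and DsRed signal by fluorescent plate cytometry after 18 h at 37 degrees C. Transgenic mouse T cells (750/well) received compound for 60 min before bead stimulation (anti-CD3, anti-CD4, anti-CD28); memory T cells served as non-tolerant control.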
A549 viability: Nrf2 qHTS screen for inhibitors: counterscreen for cytotoxicity; A549 ARE-Fluc cells, CellTiter-Fluor viability, 18-24 h; Potency, µM (top dose mostly 46 µM), inactives show at the highest dose activity change, negative = cytotoxicity, most hits filed as inhibitors; hit rate 0.16% among 390,000; AID 504648, 2011; also: potency is read from the fitted curve at half-maximal effect; % is scaled to controls: 0 for no effect and ±100 for the full control effect
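Cytotoxicity counterscreen: CellTiter-Fluor fluorescence was measured in A549 ARE_Fluc cells after 18-24 h of compound exposure in a concentration series. The subsequent BugLite luminescent read reports ARE-luciferase activity.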
TGFb SMAD3 inh: qHTS for Inhibitors of TGF-b | HepG2 CAGA-GFP TGF-b/SMAD3 reporter, GFP fluorescence, 18 h; TGF-beta stimulated, 500 pg/mL final | Potency, µM (titrated, usually from 46.1 µM), for the others: at the top dose activity, negative = inhibition, usual class: inhibitors | hit rate 1.2% among 410,000 | AID 588855, 2011; also: potency is read from the fitted curve at half-maximal effect; % is scaled to controls: 0 for no effect and ±100 for the full control effect; nearly all actives have a fitted effect of over 65% in size
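Using HEPG2 CAGA-GFP reporter cells at 1000 cells/well, we pinned test compounds, stimulated with recombinant TGF-beta (500 pg/mL final) and measured total well GFP after 18 h.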
HepG2 viability: qHTS for Inhibitors of TGF-b: Cytotox Counterscreen. HepG2 CAGA-GFP viability, ATP luminescence, 18 h. Potency, µM (highest dose often 46.1 µM), inactives show at the top dose activity change, negative = cytotoxicity, usual class: cytotoxic. hit rate 0.76% among 410,000; also: potency is read from the fitted curve at half-maximal effect; some results filed as inactive show a strong effect at the top dose
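HepG2 CAGA-GFP cells (1000/well, DMEM with 1% FBS) received compound, then TGF-beta at 500 pg/mL final, and were incubated 18 hours at 37 degrees C. Viability was read by CellTiter-Glo luminescence. Media-only wells were set as complete cell-killing and DMSO as no toxicity.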
ATXN2 expr inh: Primary qHTS for Inhibitors of ATXN expression. HEK-293 ATXN2-luciferase reporter, luminescence, 24 h. Potency, µM (doses to about 57 µM), for the others: at the top dose activity change, negative = inhibition, most hits filed as inhibitors. hit rate 0.72% among 360,000. AID 1745845, 2022; also: potency is read from the fitted curve at half-maximal effect; % is scaled to controls: 0 for no effect and ±100 for the full control effect; nearly all actives have a fitted effect of over 55% in size
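ATXN2-luciferase reporter cells (luciferase flanked by upstream and downstream ATXN2 gene portions) were treated 24 h at 37 °C with compounds at up to 57 uM. SteadyGlo luminescence gave expression; GF-AFC fluorescence gave viability.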
Nrf2 block: Nrf2 qHTS screen for inhibitors | A549 ARE-Fluc reporter, luciferase luminescence, 18-24 h | Potency, µM (top dose mostly 46 µM), without a hit: at the top dose activity change, negative = inhibition, actives largely listed as inhibitors | hit rate 2.1% among 360,000; also: potency is read from the fitted curve at half-maximal effect; % is scaled to controls: 0 for no effect and ±100 for the full control effect; nearly all actives have a fitted effect of over 60% in size
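In this cell-based qHTS, ARE-driven firefly luciferase in A549 cells reports Nrf2 activity; the luminescent signal after BugLite lysis is the measured value, with a prior CellTiter-Fluor read for cell health.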
ATXN viability: Viability Counterscreen for Primary qHTS for Inhibitors of ATXN expression. S2 cells (HEK-293 line with an ATXN2-luciferase reporter) viability, CellTiter-Fluor protease fluorescence, 24 h. hit rate 0.49% among 400,000. Potency, µM (highest dose often 56.7 µM), most hits filed as cytotoxic; also: potency is read from the fitted curve at half-maximal effect; nearly all actives have a fitted effect of over 40% in size
Active calls of the source: *; i = inactive; ? = inconclusive; / = no result given; & = joins results of further samples. Unless noted, calls follow the shape of the dose curve; as a rule, active = well fitted curve in the direction sought with a large enough effect; inconclusive = small, poorly fitted or top-dose-only effect, or another doubt; inactive = no such curve, though single readings can be large; an effect the other way counts as inactive or inconclusive. Rows were taken by chance; overall some 4.3% were active at least once.

| compound | EPAC2 ag | Nrf2 activator | IL2 activator | A549 viability | TGFb SMAD3 inh | HepG2 viability | ATXN2 expr inh | Nrf2 block | ATXN viability |
| --- | --- | --- | --- | --- | --- | --- | --- | --- | --- |
| Cc1occc1-c1nnc(SCc2nnc(-c3ccc(Cl)cc3)o2)n1C | -2% | 0.5% | -0.4 | -1% | 0% | 20% | 7% | 24% | i |
| COc1cc(NC(=O)c2ccc3oc(=O)c(S(=O)(=O)c4ccccc4)cc3c2)cc(OC)c1 | / | 19% | / | -10% | ? | -17% | -6% | -5% | ? |
| COc1ccc(-n2cc(-c3ccccc3)c3c(=O)[nH]cnc32)cc1 | 17% | 4.9% | -1.7 | -3% | 9% | -14% | -8% | ? | i |
| COc1ccc2c(=O)cc(-c3ccccc3F)oc2c1 | 3% | 13% | -2.9 | -2% | 7% | -56% | 17% | 1% | i |
| CCC(=O)Nc1cc(C(F)(F)F)ccc1N1CCCC1 | 7% | -0.3% | -3.3 | -2% | 13% | 3% | -18% | -2% | i |
| Cc1ccc2nc(Cl)c(/C=C/C(=O)c3ccco3)cc2c1 | 11% | ? | 1.5 | 2% | 13µM* | -28% | 15% | ? | i |
| Cc1ccc(Cl)cc1N1CCN(S(=O)(=O)c2ccc3c(c2)oc(=O)n3C)CC1 | 15% | -0.5% | -1.7 | 2% | 1% | -1% | -21% | ? | i |
| C[C@H]1C=CC(=O)C[C@H]1c1c(F)cccc1Cl | / | / | / | 3% | 3% | 9% | / | -10% | / |
| COc1ccc(NC(=O)c2c(NC(=O)c3cccc(C)c3)sc3c2CCC3)cc1 | / | -0.2% | / | 0% | 19% | 5% | 5% | 1% | i |
| O=C1[C@H](Cc2ccccc2)NCCCC[C@H](c2ccco2)N1Cc1ccccc1 | 20% | 6.5% | -0.8 | -18% | ? | -97%&-51% | ? | ? | i |

Continued, starting with the last 4 of the part before.
| compound | EPAC2 ag | Nrf2 activator | IL2 activator | A549 viability | TGFb SMAD3 inh | HepG2 viability | ATXN2 expr inh | Nrf2 block | ATXN viability |
| --- | --- | --- | --- | --- | --- | --- | --- | --- | --- |
| Cc1ccc(Cl)cc1N1CCN(S(=O)(=O)c2ccc3c(c2)oc(=O)n3C)CC1 | 15% | -0.5% | -1.7 | 2% | 1% | -1% | -21% | ? | i |
| C[C@H]1C=CC(=O)C[C@H]1c1c(F)cccc1Cl | / | / | / | 3% | 3% | 9% | / | -10% | / |
| COc1ccc(NC(=O)c2c(NC(=O)c3cccc(C)c3)sc3c2CCC3)cc1 | / | -0.2% | / | 0% | 19% | 5% | 5% | 1% | i |
| O=C1[C@H](Cc2ccccc2)NCCCC[C@H](c2ccco2)N1Cc1ccccc1 | 20% | 6.5% | -0.8 | -18% | ? | -97%&-51% | ? | ? | i |
| CCCCn1c(N)c(N(CCC(C)C)C(=O)c2cc(Cl)nc3ccccc23)c(=O)[nH]c1=O | -8% | 0.5% | 5.0 | -10% | -9% | -8% | 11% | -9% | i |
| Cc1cccc(NC(=O)c2sc3ncn(CC(=O)N4CCN(c5ccccn5)CC4)c(=O)c3c2C)c1 | -4% | 2.8% | -4.0 | -3% | -20% | -2% | -14% | -28% | i |
| COC(=O)C(CC(=O)O)NCc1ccco1 (stereo not drawn) | 2% | -0.7% | -2.3 | 1% | 1% | 5% | 11% | 12% | i |
| CC(NC(=O)c1ccccc1Cl)C(=O)NCc1cccs1 (stereo not drawn) | 6% | 0.1% | -2.9 | 3% | -3% | -20% | 0% | 6% | i |
| COc1ccc(OCC(=O)NCC(c2ccc(OC)cc2)N2CCCCC2)cc1 (stereo not drawn) | 5% | -0.1%&-0.3% | -1.3 | -4%&2% | 5%&-3% | 8%&-13% | 11%&-16% | 0%&7% | i |
| CC(=O)C1CCC2C3CCC4=CC(=O)CCC4(C)C3(F)C(O)CC12C (stereo not drawn) | -8% | 0.2% | -2.2 | -3% | 0% | -2% | 0% | 0.92µM* | i |
| CC1(C)CC(=O)C/C(=N\NC(=S)NCc2ccccc2)C1 | 1% | 0.9% | 4.8 | 1% | ? | -27% | 0% | -18% | ? |
| N#CC1=C2N=C(N)c3ccccc3N2C2=C(C(=O)CCC2)C1c1ccc(Cl)cc1 (stereo not drawn) | 24% | 0.3% | -3.3 | 0% | ? | -18% | ? | ? | ? |
| CC1C(=NO)C(C)C(c2ccc(N(C)C)cc2)NC1c1ccc(N(C)C)cc1 (stereo not drawn) | 7% | -0.4% | -1.9 | 1% | 25% | -3% | -14% | 11% | i |
| COc1ccccc1CNC(=O)C1CCCN(S(=O)(=O)c2ccc3c(c2)CC(C)N3C(C)=O)C1 (stereo not drawn) | 19% | 4.1% | 1.4 | 26% | -25% | -21% | / | -2% | i |
| CCCNC(=S)N1CCC(NC(=O)c2cccc(C)c2)CC1 | 1% | -0.2% | 2.8 | -16% | 4% | -9% | -18% | -7% | i |
| O=C(Nc1cccc(-n2cccn2)c1)C1CCCN(Cc2ccc(C#CCCO)cc2)C1 (stereo not drawn) | 10% | 7.5% | -1.0 | -7% | -3% | 0% | -11% | -25% | i |
| CCOC(=O)CCCNC(=O)CCNC(=O)c1ccc(OCC)cc1 | -1% | -0.2% | -1.0 | -3% | ? | 2% | 13% | 9% | i |
| COc1cccc(C(=O)OCC(=O)NCCc2ccccc2)c1OC | 4% | -0.3% | -3.5 | 3% | 12% | 4% | -10% | -2% | i |
| Cc1noc(C)c1COc1cccc(C(=O)NCc2ccccc2Cl)c1 | 13% | 2.2% | -0.2 | 10% | -20% | -32% | 5% | 2% | i |
| CCOc1ccc(OCC(O)CNC2CCN(Cc3ccccc3)CC2)cc1 (stereo not drawn) | 11% | 6.9% | 0.6 | ? | ? | -48% | -9% | -21% | i |
| C[C@H]1CN([C@@H](C)CO)C(=O)c2cc(-c3ccccc3F)cnc2O[C@H]1CN(C)C(=O)C1CCOCC1 | 6% | 1.3% | 1.8 | / | 3% | -1% | 2% | / | i |
| CCOc1ccc(Br)cc1C(=S)N1CCCC1 | -2% | -0.6% | -0.5 | 0% | 7% | -7% | / | 0% | i |
| O=C(COc1ccccc1)NCC(=O)Nc1cccc2ccccc12 | 3% | 2.7% | 1.4 | 0% | -6% | -16% | 9% | -2% | i |
| CC(=O)NC(Cc1c[nH]c2ccccc12)C(=O)OCC(=O)N1CCCCCC1 (stereo not drawn) | 2% | -0.1% | -1.9 | 2% | 0% | -24% | -3% | ? | i |
| CCOc1ccc(Oc2nc(NCC(C)C)nc(N3CCOCC3)n2)nn1 | / | 18% | / | 0% | 2% | -9% | 2% | ? | i |
| O=C(C1COc2ccccc2O1)N1CCN(Cc2ccc3c(c2)OCO3)CC1 (stereo not drawn) | -7% | 1.8% | 0.1 | 3% | -10% | -38% | -12% | ? | i |
| COc1ccc(NS(=O)(=O)c2ccc(-n3cnnn3)cc2)cc1OC | -4% | 2.7% | 0.4 | -2% | -10% | -2% | / | 9% | i |
| CSc1ccccc1NC(=O)CN(C)C(=O)c1ccc(-n2cccn2)cc1 | 13% | -1.0% | 0.3 | 10% | 5% | -6% | / | -1% | i |
| O=C(Nc1ccccc1F)N1CCCC1c1cccnc1 (stereo not drawn) | 10% | 0.4% | -2.6 | 8% | 20% | 14% | 28% | 4% | i |
| CN(C(=O)CSc1nc2ccccc2n1C)C1CCS(=O)(=O)C1 (stereo not drawn) | 2% | 0.2% | 0.1 | -4% | 2% | -5% | / | -2% | ? |
| CCCCNC(=O)c1ccc(CS(=O)(=O)c2ccccc2OC)o1 | 3% | -1.2% | -3.0 | 0% | 8% | -5% | -4% | -3% | i |
| CCC(Nc1ccc(-c2nc(-c3cccnc3)no2)cc1[N+](=O)[O-])c1ccccc1 (stereo not drawn) | / | -0.6% | / | 3% | ? | -5% | 11% | -11% | i |
| CCC(=O)OCC(=O)Nc1cc([N+](=O)[O-])ccc1Cl | 14% | 0.3% | -3.5 | 4% | 13% | 4% | -9% | -11% | i |
| COc1ccc2nc(NC(=O)C3CCCN3S(=O)(=O)c3ccc(C)cc3)sc2c1 (stereo not drawn) | ? | 4.2% | 0.8 | 1% | ? | -39% | -11% | / | ? |
| O=C(COC(=O)Cc1ccsc1)Nc1ccc(Cl)c(S(=O)(=O)N2CCOCC2)c1 | 4% | 0.3% | -3.3 | -12% | 2% | 6% | -15% | 13% | i |
| CCOc1ccc(-n2c(C)cc(C(=O)NS(=O)(=O)c3ccc(C)cc3)c2C)cc1 | -12% | 0.3% | -1.9 | 8% | 0% | 2% | -17% | -11% | i |
| O=C(O)C1CC(=O)N(c2ccc(F)cc2)C1 (stereo not drawn) | 1% | 0.4% | 0.8 | -6% | -5% | -4% | -1% | -21% | i |
| O=C1CN(C(=O)COC(=O)[C@@H]2CCCN2S(=O)(=O)c2ccc(Cl)cc2)c2ccccc2N1 | 9% | 3.1% | 0.1 | -8% | -8% | -15% | -5% | 1% | i |
| Cc1ccc(S(C)(=O)=NC(=O)c2cc(C)on2)cc1 (stereo not drawn) | -3% | -0.3% | 3.2 | 0% | 9% | -3% | -16% | -17% | i |
| N#Cc1c(N)nc2c(c1-c1cccnc1)CCCCC2 | -1% | -1.0% | 2.2 | -4% | 15% | 16% | 6% | ? | i |

Nrf2 block, entries above that show a hit.
molecule,EPAC2 ag,TGFb SMAD3 inh,Nrf2 block
CC(=O)C1CCC2C3CCC4=CC(=O)CCC4(C)C3(F)C(O)CC12C (stereo not drawn),-8%,0%,0.92µM*
